SRC3 TRFRET art: flags TR-FRET format artefacts in PPARgamma SRC-3 recruitment agonist screen | TR-FRET artefact counter-screen, PPARgamma/SRC-3 format; stronger effect = higher value | TR-FRET ratio at 8 µM | 0.39% of 99,000 active; in the data active = TR-FRET ratio above about 2000; also: inactives centre near 1600; reference of the scale not given here
SRC1 TRFRET art: counter-screen for PPARgamma SRC-1 recruitment agonists: TR-FRET artefact. 0.34% of 99,000 active. AID 1051. TR-FRET detection artefact counter-screen, emission ratio; stronger effect = higher value. TR-FRET ratio at 8 µM; in the data active = TR-FRET ratio above about 2300; also: inactives centre near 1800; reference of the scale not given here
* = called active by the depositor.

molecule | SRC3 TRFRET art | SRC1 TRFRET art
CS(=O)(=O)N(CC(=O)NCc1ccc2c(c1)OCO2)c1cccc(Cl)c1 | 1546 | 1670
COc1ccc(O)c(C(=O)c2coc(=N)c(C(=O)Nc3ccc(SC(F)F)cc3)c2)c1 | 1669 | 1789
OCCN1CCN(C(=S)Nc2ccccc2)CC1 | 1652 | 1856
O=C(C[n+]1cccc2ccccc21)c1ccc([N+](=O)[O-])cc1 | 1683 | 2177
COc1cccc(N2CC(C(=O)NC3CCCCC3)CC2=O)c1 (stereo unspecified) | 1842 | 1564
COC(=O)c1ccccc1OS(=O)(=O)N(C)C | 1603 | 1606
CCC(=O)Nc1c(C(=O)N2CCN(c3ccccn3)CC2)cnn1-c1ccc(Cl)cc1 | 1604 | 1629
O=C(COc1ccccc1Cl)Nc1ccc(C(=O)c2ccc(C(=O)O)cc2)cc1 | 1540 | 1819
CCn1cnc2cc(NCc3ccc(N(C)C)cc3)ccc21 | 1676 | 1984
O=C(Cc1ccccc1Cl)Nc1cccc(S(=O)(=O)N2CCOCC2)c1 | 1474 | 1799
Cc1ccc(C(=O)Nc2cccc([N+](=O)[O-])c2)cc1S(=O)(=O)Nc1ccc(C(=O)O)cc1 | 1503 | 1645
Cc1ccc(NC(=O)CSCc2nc3c(nnn3Cc3ccc(F)cc3)c(=O)[nH]2)c(C)c1 | 1673 | 1976
COc1ccc(-n2c(=O)c3ccccc3n(Cc3cccc(C)c3)c2=O)cc1OC | 1788 | 1522
CCOc1ccccc1CNC(=O)c1cn(C)c(=O)c2c1c1ccccc1n2C | 1613 | 1740
O=[N+]([O-])c1ccccc1CN1CCN(Cc2ccccn2)CC1 | 1540 | 1687
Cc1cc([N+](=O)[O-])cc2c1NC(c1ccccn1)C1CC=CC21 (stereo unspecified) | 1559 | 1757
Cc1ccc(CNC(=O)CO/N=C/c2ccc3c(c2)OCO3)cc1 | 1609 | 1885
O=C(CCS(=O)(=O)c1cccc2nonc12)NCc1ccc(Cl)cc1 | 1508 | 1903
O=C(COC(=O)CCc1ccc(S(=O)(=O)N2CCOCC2)cc1)Nc1cccc(Cl)c1 | 1700 | 1830
S=C(Nc1ccc(Cl)cc1)N1CCCCC1 | 1548 | 1752
COc1ccc(NC(=O)C(CCCCNC(=O)OC(C)(C)C)NC(=O)OCc2ccccc2)cc1 (stereo unspecified) | 1528 | 1706
COC(=O)c1nnn(-c2nonc2N)c1CSc1nnc(C)s1 | 1526 | 1825
CC(C)(C)NC(=O)NC(=O)COC(=O)Cn1cnc2ccccc2c1=O | 1521 | 1821
CCn1cc(CN2CCN(Cc3ccc(C)o3)C(CCO)C2)c2ccccc21 (stereo unspecified) | 1819 | 1755
CC1CCCCN1C(=O)COc1ccc(F)cc1 (stereo unspecified) | 1532 | 1869
Cc1cc(OCC(=O)NCc2cccnc2)ccc1[N+](=O)[O-] | 1346 | 2018
Cc1c(C(c2ccccc2O)c2c(C)n(C)n(-c3ccccc3)c2=O)c(=O)n(-c2ccccc2)n1C | 1429 | 1805
O=[N+]([O-])c1ccc(CN2CCN(c3ccc4ccccc4n3)CC2)cc1 | 1390 | 1709
CC(COc1ccccc1)N(CCCl)Cc1ccccc1 (stereo unspecified) | 1817 | 1657
O=C(CC(=O)N/N=C/c1cccs1)NCc1ccccc1 | 1689 | 1852
CCCCc1nc2sc3c(=O)n(N)cnc3c2c2c1CCC2 | 1555 | 1789
CCN(CC)N=Nc1ccc(S(=O)(=O)N2CCSC2C(=O)O)cc1 (stereo unspecified) | 1664 | 1775
Cc1nc(N2CCN(C(=O)CCC(=O)O)CC2)c2c(C)c(C)sc2n1 | 1837 | 1676
NNC(=O)/C(=C/c1cccs1)NC(=O)c1ccccc1Cl | 1442 | 1771
O=[N+]([O-])c1ccc(Nc2cccc(F)c2)nc1 | 1633 | 1898
CC(=O)c1ccc(NC(=S)NN2C(C)CCCC2C)cc1 (stereo unspecified) | 1760 | 1947
O=C(NCc1ccco1)c1ccc(Cn2c(=S)[nH]c3ccccc3c2=O)cc1 | 1668 | 1861
O=C(/C=C\Nc1ccc(Br)cc1)c1cccnc1 | 1611 | 1829
COc1ccc(OCC(O)CNC(=O)/C=C/c2cccc([N+](=O)[O-])c2)cc1 (stereo unspecified) | 1468 | 1748
CC(=O)c1nn(-c2ccccc2)cc1C(=O)c1cccc(Br)c1 | 1567 | 1847
Cc1cccc(N2CCN(C(=O)c3ccc4c(c3)OCCO4)CC2C)c1 (stereo unspecified) | 1415 | 1577
Cc1cc(C(=O)N/N=C/c2c(C)n(C)c3ccccc23)n[nH]1 | 1733 | 1766
Cc1ccc2cc(CCNC(=O)c3cccs3)c(=O)[nH]c2c1C | 1600 | 1674
COC(=O)c1cc(C(=O)Nc2ccc(S(N)(=O)=O)cc2)cc([N+](=O)[O-])c1 | 1688 | 2101
O=C(Nc1ccccc1N1CCOCC1)c1cccnc1 | 1800 | 1683
Cc1cccc(Nc2c([N+](=O)[O-])cc(C(=O)N3CC(=O)Nc4ccccc43)cc2[N+](=O)[O-])c1 | 1291 | 1873
CCOC(=O)c1c(C)[nH]c(C(=O)COC(=O)/C=C/c2ccc(OC(F)F)cc2)c1C | 1730 | 1762
COC(=O)c1ccc(S(=O)(=O)NNC(=O)c2ccc(S(=O)(=O)N3CCCCC3)cc2)cc1 | 1598 | 1555
Cc1cc(O)c(/C=N/OCc2ccc(Cl)cc2Cl)c(=O)o1 | 1440 | 1693
Cn1c(N)c(C(=O)COc2ccc(C#N)cc2)c(=O)n(C)c1=O | 1703 | 2017
CC(C)CN(CC(C)C)c1nnc(N)s1 | 1533 | 1809
Cc1c([N+](=O)[O-])c([N+](=O)[O-])nn1CC(=O)NCCc1ccccc1 | 1807 | 1941
Cc1cc(SC(C)C(=O)Nc2ncc(Cl)cc2Cl)nc2ccccc12 (stereo unspecified) | 1695 | 1898
O=S(=O)(NC1=NCCC1)c1ccc(F)cc1F | 1273 | 1519
COc1ccc(CC(=O)NNC(=O)c2cnccn2)cc1 | 1938 | 1853
CCO[C@H]1OC(C(=O)O)=C[C@@H](C)[C@@H]1CCCO | 1464 | 1665
O=C(CN1C(=O)CSCC1=O)Nc1ccc2c(c1)OCO2 | 1602 | 1661
CC(=O)Nc1c(O)nc(SCC(=O)Nc2nnc(SCc3ccccc3)s2)[nH]c1=O | 1756 | 1821
CSc1cc(C)c(OCC(=O)Nc2ccc(NC(C)=O)cc2)c(C)c1 | 1520 | 1605
COC(=O)Cc1ccc2sc(-c3ccccc3)nc2c1 | 1522 | 1800

New compounds follow.
molecule | SRC3 TRFRET art | SRC1 TRFRET art
Cc1ccc(-c2nc(NC(=O)CSc3cc(C)c4ccccc4n3)ns2)cc1 | 1564 | 1854
CC(=O)N1CCN(CCN2C(C)=CC(=C(C#N)C#N)C=C2C)CC1 | 1462 | 1940
CC(C)CCNC(=O)c1csc2c1CCCCC2 | 1578 | 1754
CNC(=O)Nc1ccc(Cn2cc(C(F)(F)F)ccc2=O)cc1 | 1378 | 1733
CC1CCCN(C(=S)SCC(=O)O)C1 (stereo unspecified) | 1706 | 1644
O=C(CN1C(=O)NC2(CCc3ccccc3C2)C1=O)Nc1ccc(Cl)cc1F (stereo unspecified) | 1718 | 1975
Cc1csc(-c2cccnc2)n1 | 1688 | 1645
COc1ccc(C(C)=O)cc1COc1ccc(F)cc1 | 1447 | 1617
CSc1cccc(NC(=O)CSc2ncccc2C(=O)Oc2cccc([N+](=O)[O-])c2)c1 | 1769 | 1906
CN(C)c1cc(NC(=O)CNC(C)(C)CC(C)(C)C)c2ccccc2n1 | 1774 | 1919
O=C(COC(=O)c1ccc(S(=O)(=O)N2CCCC2)cc1)NCc1cccs1 | 1668 | 1837
O=C(O)CC(Cc1ccc(Br)cc1)C(=O)O (stereo unspecified) | 1436 | 1928
CC(=O)Nc1ccc(S(=O)(=O)Nc2cccc(NC(=O)c3ccco3)c2)cc1 | 1558 | 1848
CCCCCC(=O)NNC(=S)NC(C)=O | 1438 | 1791
CC1CCCN(C(=O)COc2ccc(-c3ccccc3)cc2)C1 (stereo unspecified) | 1387 | 1676
O=C(O)c1ccc(Nc2cnc3ccccc3n2)cc1 | 1716 | 2017
O=C(/C=C/c1ccco1)Nc1cccc2cccnc12 | 1573 | 1947
COC(=O)Cc1ccc(NC(=S)NCC(C)C)cc1 | 1438 | 1665
Cc1cnc(NC(=O)CSC(=S)N2CCOCC2)s1 | 1487 | 1691
COc1ccc(C2CC(c3ccccc3)=NN2C(=O)CN2CCN(Cc3ccccc3)CC2)cc1 (stereo unspecified) | 1641 | 2090
CCOC(=O)NC(=O)C(=CNc1ccc(C)cc1)C(=O)NC(=O)OCC | 1538 | 1756
CN(CC(=O)Nc1ccccc1Sc1ccccc1)Cc1nc2ccccc2c(=O)[nH]1 | 1549 | 1863
CCOC(=O)c1ccc(NC(=S)N(CCCN2CCCC(C)C2)Cc2cccs2)cc1 (stereo unspecified) | 1574 | 1606
CCN(C(=O)CCCC(=O)N(CC)c1ccccc1)c1ccccc1 | 1569 | 1928
Cc1ccc(CNC(=O)NC23CC4CC(CC(C4)C2)C3)cc1 | 1492 | 1870
CCN(C(=O)COC(=O)/C=C/c1ccccc1)C1CCCCC1 | 1447 | 1799
O=C(O/N=C(/c1ccccc1)c1ccncc1)c1cccc(F)c1 | 1700 | 1912
CC(C)CC(C(=O)NC1CCCC1)N(Cc1ccc2c(c1)OCO2)C(=O)c1snc(C(N)=O)c1N (stereo unspecified) | 1608 | 1805
COc1cccc(NC(=O)c2ccc(NC(=O)C(C)C)cc2)c1 | 1740 | 1897
COc1ccc(NC(=O)C(C)SCc2ccccc2)cc1OC (stereo unspecified) | 1302 | 1742
CCOCCCNC(=O)/C(C#N)=C/c1ccc([N+](=O)[O-])o1 | 1636 | 1885
O=C(CSc1nncc2ccccc12)N1CCCCC1 | 1621 | 1858
O=C(CSc1nc2[nH]ncc2c(=O)[nH]1)NCc1ccccc1 | 1569 | 1766
CC(=NCCN1CCN(C(C)=C2C(=O)c3ccccc3C2=O)CC1)C1=C(O)CC(C)(C)CC1=O | 1736 | 1548
CN(C)C(=O)/C=C\c1cn(-c2ccccc2)nc1-c1ccc2c(c1)OCCO2 | 1486 | 1746
CCC(C)Nc1nc2c(C)cccn2c(=O)c1C=Nc1ccc(OC)cc1 (stereo unspecified) | 1458 | 1834

Taken from above for reference:
molecule | SRC3 TRFRET art | SRC1 TRFRET art
Cc1ccc(CNC(=O)NC23CC4CC(CC(C4)C2)C3)cc1 | 1492 | 1870
CCN(C(=O)COC(=O)/C=C/c1ccccc1)C1CCCCC1 | 1447 | 1799
O=C(O/N=C(/c1ccccc1)c1ccncc1)c1cccc(F)c1 | 1700 | 1912
CC(C)CC(C(=O)NC1CCCC1)N(Cc1ccc2c(c1)OCO2)C(=O)c1snc(C(N)=O)c1N (stereo unspecified) | 1608 | 1805

Further entries
molecule | SRC3 TRFRET art | SRC1 TRFRET art
O=C(COC(=O)c1ccc(F)cc1)Nc1nc2ccc([N+](=O)[O-])cc2s1 | 1483 | 1761
Cc1cc(NC(=O)CCN2C(=O)/C(=C/c3ccccc3F)SC2=S)no1 | 1676 | 1855
CCN(CC)S(=O)(=O)c1ccc(OC)c(NS(=O)(=O)c2cccc(C(=O)O)c2)c1 | 1538 | 1770
CCCCc1nc2ccccc2c(N)c1CCC (tested in a mixture with another compound) | 1774 | 1732
C/C(=N\NC(=O)CNc1ccccc1)c1ccccc1 | 1652 | 2097
COc1ccccc1N1CCN(C(=O)/C=C/c2ccc(C)cc2)CC1 | 1534 | 1576
CC(C)(C)C(=O)/C=C1\NC(=O)CS1 | 1398 | 1583
Cc1c(/C=N\NC(=O)C2COc3ccccc3O2)c2ccccc2n1C (stereo unspecified) | 1412 | 1792
CCN1C(=O)/C(=C\c2nc3ccccc3c(=O)n2-c2ccccc2)c2ccccc21 | 1685 | 1865
CCOC(=O)CNC(=O)N1CCCC(CNS(=O)(=O)c2cccs2)C1 (stereo unspecified) | 1436 | 1464
CCN(CC)CCCN(C(=O)Cn1nnc(-c2ccc(OC)c(OC)c2)n1)C(C(=O)NC(C)(C)C)c1ccc(F)cc1 (stereo unspecified) | 1574 | 1692
COc1ccc(Cc2nc3c4c(ncn3n2)Oc2ccc3ccccc3c2C4c2ccc(OC)c(OC)c2)cc1 (stereo unspecified) | 1537 | 2126

Whole records, quoted from the list. Order of values: SRC3 TRFRET art | SRC1 TRFRET art
O=C(O/N=C(/c1ccccc1)c1ccncc1)c1cccc(F)c1 is entered as 1700 | 1912
S=C(Nc1ccc(Cl)cc1)N1CCCCC1 is entered as 1548 | 1752
O=C(CC(=O)N/N=C/c1cccs1)NCc1ccccc1 is entered as 1689 | 1852
CS(=O)(=O)N(CC(=O)NCc1ccc2c(c1)OCO2)c1cccc(Cl)c1 is entered as 1546 | 1670

The listing continues:
molecule | SRC3 TRFRET art | SRC1 TRFRET art
CCC(=O)Nc1ccc(NC(=S)NC(=O)c2cc3ccccc3o2)cc1 | 1502 | 1806
CC(C)(C)c1ccc(OCCC(=O)Nc2cccc(S(=O)(=O)N3CCCCC3)c2)cc1 | 1842 | 1817
COc1ccc(NC(=O)C2=Cc3cccc(OC)c3OC2)cc1 | 1351 | 1779
CCCCNC(=O)CCC(=O)Nc1ccc2nc(N3CCC(C)CC3)cc(C)c2c1 | 1590 | 2042
O=C(CS(=O)(=O)c1cn(Cc2ccc(F)cc2)c2ccccc12)N1CCOCC1 | 1283 | 1745
Cc1cc(-c2ccccc2)cc(-c2ccccc2)[n+]1C | 1445 | 1880
CCCCOc1cccc(NC(=O)CSc2nncn2C)c1 | 1428 | 1676
O=C(Nc1ccccc1N1CCOCC1)c1ccc(N2CCOCC2)c([N+](=O)[O-])c1 | 1550 | 1940
COc1ccc(CCCc2nnc(SCC(=O)NN)o2)cc1 | 1483 | 1721
CC(=O)Nc1ccc(N2CCOCC2)c(Cl)c1 | 1573 | 1471
CCCN(Cc1ccccc1)C(=S)NC(=O)c1ccccc1[N+](=O)[O-] | 1605 | 1729
CC(=O)NCC(=O)OCc1ccc([N+](=O)[O-])cc1 | 1426 | 1871
O=C(CSc1nc2ccccc2s1)Nc1ccc2c(c1)oc1ccccc12 | 1474 | 1801
